Screens from PubChem BioAssay.
Neddylation inh – inhibitors of cullin neddylation, primary screen, biochemical, TR-FRET, uHTS, NAE and Ubc12; NEDD8-conjugating enzyme Ubc12 (Homo sapiens) + NEDD8-activating enzyme E1 regulatory …; calls only at 25 µM; 360,000 tested, 0.58% active; AID 651699, 2012; in the data active means inhibition above about 36%
SKN-1 block – suppressors of acrylamide-induced Pgst-4::GFP reporter in worms, primary screen, SKN-1 inhibitor project, whole organism, uHTS, GFP/RFP fluorescence ratio, strain VP596; inhibition, % at 21.8 µM; C. elegans VP596 Pgst-4::GFP/RFP ratio, 24 h; AID 624304, 2012; 360,000 tested, 0.49% active;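 active means interference check ratio from 0.5 to 1.5 plus GFP to RFP signal ratio inhibition reaching or exceeding a fixed threshold, cut at about 30% in these data, passing the limit was not always enough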; further: some compounds called inactive have numbers as strong as hits
Rpn11 inh – Rpn11 (PSMD14) deubiquitinase inhibitors, primary screen, biochemical, fluorescence polarization, uHTS; 26S proteasome non-ATPase regulatory subunit 14 (Homo sapiens), O00487; human 26S proteasome, Ub4-pepOG fluorescence polarization; 20S core pre-blocked with epoxomicin; calls only at 20 µM; 360,000 tested, 0.59% active; AID 588493, 2011;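 active means inhibition at 20 µM, scaled to each plate's controls, above about 33%, limit read from the data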
Target sequence (O00487 whole entry, looked up): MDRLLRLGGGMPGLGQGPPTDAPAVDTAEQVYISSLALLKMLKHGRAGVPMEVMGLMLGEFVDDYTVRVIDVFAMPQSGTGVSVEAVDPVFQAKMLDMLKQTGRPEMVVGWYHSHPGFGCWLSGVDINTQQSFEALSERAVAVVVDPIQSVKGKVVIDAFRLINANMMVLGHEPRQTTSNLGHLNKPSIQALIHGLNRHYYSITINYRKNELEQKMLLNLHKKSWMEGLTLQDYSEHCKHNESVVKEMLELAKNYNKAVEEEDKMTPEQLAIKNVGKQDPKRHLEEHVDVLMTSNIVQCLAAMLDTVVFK
Rin1-Abl PPI inh – inhibitors of Rin1-Abl protein binding, primary screen, biochemical, TR-FRET | 360,000 tested, 0.4% active | AID 588664, 2011 | inhibition, % at 7.35 µM; in the data active means inhibition above about 5%, passing the limit was not always enough
MT1-MMP act inh – blockers of MT1-MMP proenzyme processing, primary screen, HT1080 RFP-PRO-GFP cells, GFP/RFP fluorescence. 360,000 tested, 0.061% active. GFP/RFP ratio fluorescence, overnight; percent of plate control window, DMSO zero. AID 651647, 2012. GFP/RFP ratio change, % at 20 µM;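 active means GFP/RFP ratio change of at least 30% with cell ATP level not reduced by more than half and red fluorescence within 50% of control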; further: strong numbers were not always called active
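Material – HT1080 RFP-PRO-GFP cells · Control set – DMSO wells and RFP-L50D-GFP cells · Incubation – overnight cell settling, then overnight compound exposure, 37 °C, 5% CO2 · Compound dosing – single-point 20 µM compound, 1% DMSO · Read-out – GFP/RFP fluorescence ratio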
MLLE-PAM2 inh – inhibitors of PABP1 MLLE–PAM2 peptide binding, primary screen, biochemical, fluorescence polarization, FITC-PAM2, GST-MLLE; Polyadenylate-binding protein 1 (Homo sapiens), P11940; inhibition, % at 20 µM; 360,000 tested, 0.36% active; in the data active means inhibition above about 35%, passing the limit was not always enough;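 further: plate controls were DMSO wells with GST-MLLE for no effect and wells lacking GST-MLLE protein for full effect; some results filed as inactive read as strong as hits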
FAS TE block – FAS thioesterase domain inhibitors, primary screen, biochemical, fluorescence intensity, uHTS; Fatty acid synthase (Homo sapiens), P49327; recombinant FAS-TE, OMFH fluorogenic substrate, fluorescence endpoint; inhibition, % at 15 µM; 360,000 tested, 0.67% active;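 active means compounds whose normalised, plate-corrected inhibition of enzyme fluorescence in the single-dose primary screen is 50% or more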;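 further: 0% = DMSO with enzyme and 100% = substrate without enzyme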
CSN inh – inhibitors of CSN-mediated cullin deneddylation, primary screen, biochemical, fluorescence polarization, uHTS; COP9 signalosome complex subunit 5 (Homo sapiens), Q92905; Purified CSN, SCF-Nedd8-OG deneddylation; inhibition, % at 12.5 µM; 360,000 tested, 0.38% active;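 active means pattern-corrected inhibition above about 35%, with an unprinted fluorescence ratio check between 0.5 and 1.5, limit read from the data, passing the limit was not always enough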;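 further: 0% = enzyme with substrate and 100% = substrate without enzyme; some results filed as inactive read as strong as hits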
Target sequence (Q92905 whole entry, looked up, one chain of several): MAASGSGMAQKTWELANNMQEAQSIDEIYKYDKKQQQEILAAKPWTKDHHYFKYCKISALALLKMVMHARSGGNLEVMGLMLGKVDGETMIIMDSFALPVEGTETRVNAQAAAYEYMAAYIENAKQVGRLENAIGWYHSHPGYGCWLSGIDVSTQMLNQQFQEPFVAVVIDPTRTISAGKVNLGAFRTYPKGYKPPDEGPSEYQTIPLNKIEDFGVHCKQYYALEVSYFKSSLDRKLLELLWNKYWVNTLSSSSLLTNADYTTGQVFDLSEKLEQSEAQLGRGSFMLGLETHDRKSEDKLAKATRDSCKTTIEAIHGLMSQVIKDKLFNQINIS
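Detection – fluorescence polarization · System – HEK293T-derived human Csn5 enzyme · Controls – substrate-only high control, full reaction low control · Timing – 90 min, room temperature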
NadD block – inhibitors of S. aureus NadD, primary screen, biochemical, colorimetric, uHTS; 360,000 tested, 0.78% active; Nicotinate-nucleotide adenylyltransferase NadD (Staphylococcus aureus N315); purified NadD enzyme, colorimetric absorbance read-out; AID 602399, 2012; inhibition, % at 20 µM; in the data active means inhibition above about 26%; further: some compounds past the cut are filed as inactive
The depositor's hits bear a star; i = inactive; · = not tested or not shown. Not a hit list; 3.9% or so of the library scored in one or more.

SMILES | Neddylation inh | SKN-1 block | Rpn11 inh | Rin1-Abl PPI inh | MT1-MMP act inh | MLLE-PAM2 inh | FAS TE block | CSN inh | NadD block
COc1ccc(/C=C/c2c([N+](=O)[O-])c(=O)n(C)c(=O)n2C)cc1OC | i | 4 | i | 4 | -11 | 3 | -3 | -7 | -4
O=C(Nc1cccc(C(F)(F)F)c1)c1csc(COCCO)n1 | i | 9 | i | 1 | 0 | 2 | -2 | 4 | 1
CC(C)(C)c1ccc(C2C(C#N)=C(N)Oc3n[nH]c(-c4cccnc4)c32)cc1 (stereo not drawn) | i | 4 | i | -2 | 11 | 0 | -1 | 5 | 6
CC(C)COc1ccc(C(=O)Nc2ccccc2[N+](=O)[O-])cc1 | i | 17 | i | 0 | 2 | -2 | 34 | 3 | -5
C/C(=N\NC(=O)c1cccc([N+](=O)[O-])c1)c1cccs1 | i | -7 | i | 2 | 3 | -11 | 29 | -1 | -5
CCOC(=O)N1CCc2c(sc(NC(=O)CCS(=O)(=O)c3ccccc3)c2C(N)=O)C1 | i | -6 | i | 3 | -9 | -17 | -2 | 1 | -2
COc1cc(OC)cc(C(=O)N[C@H](C(=O)NCCc2ccc(S(N)(=O)=O)cc2)C(C)C)c1 | i | 25 | i | 2 | -8 | 2 | -3 | 0 | -6
CS(=O)(=O)N(CC(=O)Nc1ccc(F)cc1)C1CCCCC1 | i | 12 | i | 3 | -1 | 20 | -1 | 0 | 2
COc1cccc(C(=O)N2CCC2(C)C(=O)O)c1 (stereo not drawn) | i | 6 | i | -4 | 4 | -11 | -6 | 1 | -6
NC(=O)c1ccccc1NS(=O)(=O)Cc1ccc(Cl)cc1 | · | 3 | i | 0 | 4 | 0 | -5 | 7 | 5
C=C(C)COc1ccc2c(C)c(CC(=O)N3C[C@H]4C[C@@H](C3)c3cccc(=O)n3C4)c(=O)oc2c1 | · | -3 | i | 3 | 0 | -6 | 0 | 4 | -1
CC(C)CCSc1nc2[nH]ncc2c(=O)[nH]1 | i | 5 | i | 7 | 1 | -1 | -10 | 1 | -9
O=C(NCCS(=O)(=O)N1CCN(c2ccc(F)cc2)CC1)C12CC3CC(CC(C3)C1)C2 | i | -6 | i | 1 | 1 | 20 | 9 | 0 | 1
COc1cccc(C(=O)N2c3ccccc3Sc3ccccc32)c1 | i | 7 | i | -2 | -14 | 6 | 35 | -1 | -12
COCCn1c(SCC(N)=O)nnc1-c1c[nH]c2ccccc12 | i | -13 | i | -1 | 6 | -21 | -6 | 2 | -1
COC(=O)c1ccccc1NC(=O)C1CCN(C(=O)c2cc(OC)c(OC)c(OC)c2)CC1 | i | 2 | i | -5 | 4 | 11 | -2 | -4 | -1
COc1ccc(/C=C/C(=O)N2c3ccccc3Sc3ccc(C(F)(F)F)cc32)cc1 | i | -1 | i | 1 | 1 | 6 | 24 | -11 | 6
O=C(CN(C1CCCCC1)S(=O)(=O)c1ccccc1)NCC1CCCO1 (stereo not drawn) | i | -8 | i | 1 | 1 | -4 | -6 | 2 | 1
COc1ccc([N+](=O)[O-])cc1N(CC(=O)N1CCOCC1)S(C)(=O)=O | i | 8 | i | -1 | -2 | -9 | -2 | 0 | -4
O=C(Cn1c2[n+](c3ccc(C(F)(F)F)cc31)CCCCC2)Nc1ccc(Br)cc1 | i | 14 | i | 2 | -4 | -8 | -3 | -6 | -1
O=C(NCc1cccc(C(F)(F)F)c1)c1ccc2sc(COCCO)nc2c1 | i | 1 | i | 2 | 8 | 4 | -3 | -1 | 0
CCC(C)c1ccccc1OCCOCCN1CCCC1 (stereo not drawn) | i | 7 | i | -2 | 1 | 8 | -14 | 0 | -3
COC(=O)CSc1nc(SC)nc2c1sc1nc(-c3ccco3)c3c(c12)CC(C)(C)OC3 | i | -2 | i | 1 | -1 | -11 | -7 | 0 | -3
CCCCN(CC)c1nc(-c2ccncc2)nc2ccccc12 | i | -17 | i | 0 | -7 | 4 | 9 | -1 | -5
O=S(=O)(Nc1ccc2cn[nH]c2c1)c1ccc(Cl)s1 | i | 1 | i | -3 | -1 | -24 | -6 | 5 | 0

New compounds follow
SMILES | Neddylation inh | SKN-1 block | Rpn11 inh | Rin1-Abl PPI inh | MT1-MMP act inh | MLLE-PAM2 inh | FAS TE block | CSN inh | NadD block
Cn1c(N)c(C#N)c2c(c1=S)COC(C)(C)C2 | i | 2 | i | -2 | 2 | -87 | -2 | -7 | -5
O=c1c(Cl)c(Cl)cnn1Cc1nnc(-c2ccccc2Br)o1 | i | 8 | i | 0 | -13 | -47 | 8 | 7 | 7
O=C(Cc1cccs1)N1CCCC(c2nc(-c3ccc(S(=O)(=O)N4CCCC4)cc3)no2)C1 (stereo not drawn) | i | 5 | i | 0 | 3 | -1 | -8 | -3 | -2
COc1ccccc1NC(=O)CSc1nnc(CSc2nc(C)cc(C)n2)o1 | i | -9 | i | 2 | -3 | 13 | -4 | -10 | -5
CC1CCN(C(=O)CSc2nnc(-c3ccncc3)n2C)CC1 | i | -8 | i | -5 | 4 | -8 | -3 | 1 | 4
CC(C)C[C@@H]1COc2cc(N3CC[C@H](O)C3)ccc2S(=O)(=O)N1 | i | -4 | · | · | 8 | · | -12 | -1 | -6
C=C(C)Cn1c(-c2ccccc2)nc2ccccc21 | i | -23 | i | 1 | -3 | 8 | -6 | 1 | -1
O=C(CN1CCN(c2ccc(F)cc2)CC1)NC(=O)NCc1ccco1 | i | -4 | i | -1 | 3 | 3 | 0 | 4 | 3
COCCN(C(=O)c1csnn1)C(C(=O)NC1CCCC1)c1ccccc1 (stereo not drawn) | i | 7 | i | 2 | 0 | 14 | -4 | 1 | -7
Cc1ccc(S(=O)(=O)N2C[C@H]3C(=O)C[C@@H](c4ccc(Cl)cc4)N(S(=O)(=O)c4ccccc4C)[C@H]3C[C@H]2c2ccc(Cl)cc2)cc1 | i | -1 | i | 2 | -1 | -4 | 14 | -8 | 21
O=C1NC[C@@H](CCCCN2C[C@H](Cc3ccc(O)cc3)N(CCC3CCCCC3)C(=O)C2=O)N(CCC2CCCCC2)C1=O | i | 17 | · | · | 4 | · | 33 | 7 | 22
CCc1ccc(C2C(C#N)=C(N)SC(N)=C2C#N)cc1 | i | 16 | · | -12 | -269 | -5 | -68 | -37 | 6
COc1ccccc1/C=C(/C(=O)OCC(=O)Nc1ccccc1C(C)C)c1ccccc1 | i | 3 | i | -1 | -8 | 3 | 39 | 3 | -10
COC(=O)c1ccc(C2=NOC(C)(c3nnc(Cc4ccccc4)o3)C2)cc1 (stereo not drawn) | i | -8 | i | 0 | 1 | -10 | 1 | 0 | -6
COC(=O)C1CCN(C(=O)/C=C/c2ccc(OC)cc2)CC1 | i | 1 | i | -3 | -13 | 11 | -6 | -2 | 1
Cc1cccc(NC(=O)CSc2nnnn2C)n1 | i | -17 | i | 0 | 8 | 4 | -3 | -2 | -2
Cc1ccc(S(=O)(=O)N2CCN(C(=O)c3ccccn3)CC2)cc1 | i | 0 | i | 2 | -1 | -5 | -5 | 4 | -1
Cc1ccccc1C(=O)Nc1ccnn1C1CCN(Cc2ccccn2)CC1 | i | 3 | i | -1 | -4 | -3 | -2 | 4 | -7
Cc1ccc(C)c(OC(=O)c2cccnc2Cl)c1C | i | 7 | i | -5 | -2 | 1 | 5 | -2 | -17
COc1ccc(/C=C/C(=O)NC(=S)N2CCN(c3ccccc3OC)CC2)cc1 | i | 1 | i | -1 | -6 | -75 | 2 | 1 | -1
CCOC(=O)c1sc(N)nc1C(C)(C)C | i | -3 | i | 2 | 3 | 18 | 0 | 4 | -1
Cn1nccc1C(=O)N1CCN(c2cccc(Cl)c2)CC1 | i | 6 | i | 4 | 4 | 13 | -5 | 1 | -7
CCC1(CC)Cc2ccccc2C(Nc2c(C)n(C)n(-c3ccccc3)c2=O)=N1 | i | -5 | i | 1 | 2 | -6 | -4 | -6 | -3
N#Cc1cccc(NC(=O)CNc2cccc(S(=O)(=O)N3CCCCC3)c2)c1 | i | 9 | i | -2 | -11 | -8 | 9 | 1 | -1
Cn1nc(C(=O)NNC(=O)C2CSC3(C)CCC(=O)N23)c2ccccc2c1=O (stereo not drawn) | i | 8 | i | 0 | -2 | -5 | 2 | -12 | 0

Next records
SMILES | Neddylation inh | SKN-1 block | Rpn11 inh | Rin1-Abl PPI inh | MT1-MMP act inh | MLLE-PAM2 inh | FAS TE block | CSN inh | NadD block
N#CCC(CNc1ncc(C(F)(F)F)cc1Cl)OC(=O)c1ccc(Cl)cc1Cl (stereo not drawn) | i | 14 | i | 4 | 3 | 7 | 45 | 5 | -2
O=C(CSc1nnc(NC(=O)c2ccccc2F)s1)NC1CCCC1 | i | 5 | i | 2 | 0 | -5 | -4 | 2 | -2
CCN(CC)S(=O)(=O)c1ccc(N2CCCC2)c(NC(=O)c2ccccc2OC)c1 | i | -5 | i | -3 | 1 | 16 | 15 | -1 | -3
CCN(CC)S(=O)(=O)c1ccc(N2CCOCC2)c(NC(=O)C(C)Oc2ccc(F)cc2)c1 (stereo not drawn) | i | -1 | i | 3 | -6 | 4 | 16 | -5 | -1
CCOP(=O)(OCC)C(NC(=O)Nc1ccc(C)c(Cl)c1)c1ccccc1 (stereo not drawn) | i | 1 | i | 1 | -2 | 11 | 18 | 0 | -1
NC1(C#Cc2ccc3c(=O)c4ccccc4sc3c2)CCCCC1 | i | 12 | i | 0 | -4 | -21 | 9 | 9 | 29
O=C(NCCN1CCOCC1)c1ccccc1N1C(=O)[C@@H]2Cc3c([nH]c4ccccc34)C(c3ccc(F)cc3)N2C1=O (stereo partly drawn) | i | 3 | i | -1 | -3 | 3 | -3 | -4 | 2
Nc1ccc2c(c1)C(=O)c1ccc(Br)cc1-2 | i | -14 | i | -5 | 2 | 11 | 0 | 2 | -3
Cc1cc(NC(=O)Cc2ccccc2)ccc1NC(=O)c1cccs1 | i | -2 | i | -1 | 1 | -14 | 1 | -1 | -7
Cc1ccc(-n2nnnc2SC(C)C(=O)Nc2ccccc2-c2ccccc2)cc1 (stereo not drawn) | i | 1 | i | 1 | -3 | 2 | 33 | 8 | 2
Cc1cc(Cl)ccc1-c1nc(NC(C)C)nc2ccsc12 | · | 1 | i | -2 | -4 | -1 | 16 | -7 | 4

An excerpt of these results, field by field.
NC1(C#Cc2ccc3c(=O)c4ccccc4sc3c2)CCCCC1
  Neddylation inh: i
  SKN-1 block: 12
  Rpn11 inh: i
  Rin1-Abl PPI inh: 0
  MT1-MMP act inh: -4
  MLLE-PAM2 inh: -21
  FAS TE block: 9
  CSN inh: 9
  NadD block: 29
COC(=O)c1ccccc1NC(=O)C1CCN(C(=O)c2cc(OC)c(OC)c(OC)c2)CC1
  Neddylation inh: i
  SKN-1 block: 2
  Rpn11 inh: i
  Rin1-Abl PPI inh: -5
  MT1-MMP act inh: 4
  MLLE-PAM2 inh: 11
  FAS TE block: -2
  CSN inh: -4
  NadD block: -1
